Screening results deposited in PubChem by National Center for Advancing Translational Sciences (NCATS).
pAkt inh: HTS Assay for Inhibitors of Akt Phophorylation: Primary Screen. activity change, % for hits at 50 µM. AID 651550, 2012. Neuro2A IGF-stimulated pAkt S473 HTRF, 20 min; hits give low values. 0.32% of 360,000 active; in the data active means activity change below about -80%; inconclusive means mostly about -51% to -80%; further: on the % scale 0 is the no-effect control and ±100 the full control effect
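Neuro2A cells in DMEM with 0.5% FBS, overnight at 37 deg C, given compound at single 50 µM final, then IGF (6 nM final) for 20 min at 37 deg C. Lysed; phospho-Akt Ser473 by HTRF after 24 h, 665/615 ratio.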
HepG2 viability: qHTS for Inhibitors of TGF-b: Cytotox Counterscreen; HepG2 CAGA-GFP viability, ATP luminescence, 18 h; Potency, µM (top dose mostly 46.1 µM), without a hit: at the top dose activity change, negative = cytotoxicity, actives largely listed as cytotoxic; 0.76% of 410,000 active; AID 588856, 2011; further: potency means the concentration at half of the fitted maximal effect; some results filed as inactive show a strong effect at the top dose
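HepG2 CAGA-GFP cells (1000/well, DMEM with 1% FBS) received compound, then TGF-beta at 500 pg/mL final, and were incubated 18 hours at 37 degrees C. Viability was read by CellTiter-Glo luminescence. Media-only wells were set as complete cell-killing and DMSO as no toxicity.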
TGFb SMAD3 inh: qHTS for Inhibitors of TGF-b | HepG2 CAGA-GFP TGF-b/SMAD3 reporter, GFP fluorescence, 18 h; TGF-beta stimulated, 500 pg/mL final | Potency, µM (series often up to 46.1 µM), for the others: at the top dose activity, negative = inhibition, usual class: inhibitors | 1.2% of 410,000 active; further: potency means the concentration at half of the fitted maximal effect; on the % scale 0 is the no-effect control and ±100 the full control effect; nearly all actives have a fitted effect of over 65% in size
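HEPG2 CAGA-GFP reporter cells (1000/well, DMEM with 1% FBS) received compounds, then recombinant TGF-beta at 500 pg/mL final for 18 hours at 37 degrees C. Per-cell GFP summed per well was normalised to unstimulated and stimulated DMSO controls before curve fitting.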
Nrf2 inh: Nrf2 qHTS screen for inhibitors | A549 ARE-Fluc reporter, luciferase luminescence, 18-24 h | AID 504444, 2011 | Potency, µM (highest dose often 46 µM), inactives show at the top dose activity change, negative = inhibition, actives largely listed as inhibitors | 2.1% of 360,000 active; further: potency means the concentration at half of the fitted maximal effect; on the % scale 0 is the no-effect control and ±100 the full control effect; nearly all actives have a fitted effect of over 60% in size
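Quantitative HTS in A549 cells stably bearing an antioxidant response element-firefly luciferase construct. Inhibition of Nrf2-driven transcription was scored by luminescence after 18-24 h of compound exposure at 37 °C.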
CCT chaperon mod: High-Throughput Screening for Modulators of Cytosolic Chaperonin Activity; AID 651819, 2012; activity change, % (concentration not given with the values), hits read low; 0.3% of 360,000 active; purified chaperonin ATPase assay, HTRF ADP detection, 30 min; in the data active means activity change below about -30%; further: on the % scale 0 is the no-effect control and ±100 the full control effect
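Nucleotide hydrolysis assay: TRiC at 20–40 nM final (set by batch activity) with 10 uM ATP, 30 min at 37 °C, in presence of 76 uM compound. Detection by competitive ADP HTRF, 30 min ambient.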
Nrf2 ARE act: qHTS of Nrf2 Activators; AREc32 ARE-luciferase reporter (MCF7-derived line), luminescence, 24 h; 0.31% of 410,000 active; Potency, µM (titrated, usually from 46.1 µM), inactives show at the highest dose activation, usual class: activators; further: potency means the concentration at half of the fitted maximal effect; % of control where 0% means no effect; nearly all actives have a fitted effect of over 65% in size
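Quantitative high-throughput format: AREc32 reporter cells, 1000 per well, received compound by pin transfer and were incubated 24 hr at 37 deg C, 5% CO2, before Steady-Glo luminescence detection.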
MmCpn inh: Inhibitors of TCP-1 ring complex (TRiC) of Methanococcus maripaludis (MmCpn): qHTS. Chaperonin Mm-Cpn (Methanococcus maripaludis). purified Mm-Cpn ATPase, ADP Transcreener TR-FRET. Potency, µM (highest dose often 76.9 µM), without a hit: at the top dose activity, negative = inhibition, usual class: inhibitors. 0.031% of 330,000 active. AID 504842, 2011; further: potency means the concentration at half of the fitted maximal effect; on the % scale 0 is the no-effect control and ±100 the full control effect; nearly all actives have a fitted effect of over 80% in size
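Purified archaeal Mm-CPN (25nM final) preincubated 10 min at 37degC with compound, then 10uM ATP for 30 min at 37degC; ADP measured by HTRF Transcreener TR-FRET; buffer 30 mM TRIS pH 7.4, 100mM KCl, 5mM MgCl2, 1mM DTT.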
Abeta rescue: qHTS for compounds that reverse cellular toxicity of Amyloid beta (A-beta) peptide in yeast: Primary Screen; yeast expressing A-beta42, growth rescue, OD600, 48 h; response scale: 0% DMSO, 100% iron-clioquinol control; Potency, µM (series often up to 46.1 µM), without a hit: at the top dose growth rescue, actives largely listed as activators; 0.063% of 410,000 active; further: potency means the concentration at half of the fitted maximal effect; nearly all actives have a fitted effect of over 55% in size
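Growth rescue measured by 600 nm absorbance after 48 h yeast culture at 30 C with compound. Values normalized between DMSO and an equimolar ferric chloride plus clioquinol control.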
A549 tox: Nrf2 qHTS screen for inhibitors: counterscreen for cytotoxicity; A549 ARE-Fluc cells, CellTiter-Fluor viability, 18-24 h; Potency, µM (titrated, usually from 46 µM), for inactives: at the highest dose activity change, negative = cytotoxicity, actives largely listed as inhibitors; 0.16% of 390,000 active; further: potency means the concentration at half of the fitted maximal effect; on the % scale 0 is the no-effect control and ±100 the full control effect
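A549 ARE_Fluc cells in 5% FBS OPTI-MEM were exposed to compounds in concentration-response for 18-24 h at 37 deg C. Viability was read by CellTiter-Fluor fluorescence (Ex 405/Em 525) after 30 min, before the luciferase read.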
Starred values were filed as active, the others as inactive; i = inactive; ? = inconclusive; / = no result given; [ ] = remark or other dose. Unless noted, the call rests on the fitted dose curve; in most records, active means well fitted curve in the direction sought with a large enough effect; inconclusive means small, poorly fitted or top-dose-only effect, or another doubt; inactive means no such curve, though single readings can be large; an effect the other way counts as inactive or inconclusive.

Codes: A = pAkt inh; B = HepG2 viability; C = TGFb SMAD3 inh; D = Nrf2 inh; E = CCT chaperon mod; F = Nrf2 ARE act; G = MmCpn inh; H = Abeta rescue; I = A549 tox
O=[N+]([O-])c1ccc(Cl)cc1Sc1nc2ccccc2o1
  A = i | B = -24% | C = ? | D = 1% | E = -5.7 | F = ? | G = 3% | H = 16% | I = 5%
CCOC(=O)COc1ccccc1/C=N/O
  A = i | B = 6% | C = -9% | D = 6% | E = 0.8 | F = -0.2% | G = 1% | H = -6% | I = 3%
CC(C)(C)c1nn2cnnc2n(/N=C/c2ccccc2)c1=O
  A = i | B = 1% | C = 10% | D = 5% | E = 0.2 | F = -0.2% | G = 0% | H = 9% | I = 4%
Cc1cc(C)n(-c2ccc(C(=O)OCC(=O)Nc3ccc(S(=O)(=O)N4CCCCC4)cc3)cc2)n1
  A = i | B = 3% | C = 16% | D = 6% | E = -4.1 | F = -0.3% | G = -4% | H = 17% | I = 2%
CN(Cc1cccnc1)Cc1c(C(=O)N2CCc3ccccc3C2)nc2ccc(Cl)cn12
  A = i | B = -15% | C = -16% | D = 4% | E = 0.3 | F = 4.4% | G = 4% | H = -15% | I = 2%
CC(C)(C)c1c(Cl)c(O)c(-c2ccccc2)c(=O)n1-c1ccccc1
  A = i | B = -5% | C = -5% | D = 9% | E = 2.1 | F = 0.5% | G = -8% | H = -1% | I = 2%
CC(C)CNC(=O)C1(C)CCCCCN1C(=O)c1cc2ccccc2s1 (stereo not given)
  A = i | B = -41% | C = -28% | D = / | E = 1.5 | F = 0.1% | G = / | H = -12% | I = /
Cc1ccc(CNC(=O)CN2C(=O)CSc3ccc(S(=O)(=O)N4CCC(C)CC4)cc32)cc1
  A = i | B = 3% | C = -14% | D = ? | E = 0.7 | F = 0.5% | G = -2% | H = 9% | I = -2%
O=C(COc1ccc(-c2nnco2)cc1)NCc1ccccc1Cl
  A = i | B = 37% | C = 19% | D = -30% | E = 0.5 | F = -1.0% | G = 0% | H = 1% | I = 6%
O=C(c1ccccc1)N1CCC(O)(c2cccnc2)CC1
  A = i | B = -4% | C = -2% | D = -16% | E = -12 | F = 0.2% | G = / | H = 7% | I = 1%
O=C(Oc1cc(=O)oc2c1c(=O)n1c3c(cccc23)CC1)c1ccccc1
  A = i | B = 7% | C = 16% | D = -23% | E = -0.6 | F = -0.9% | G = 4% | H = -92%[inhibitor] | I = -8%
N=c1sccn1CC(=O)NCc1ccc(Cl)cc1Cl
  A = i | B = -30% | C = -6% | D = -3% | E = -2.2 | F = 0.0% | G = -3% | H = -6% | I = ?
Cc1cccc(-c2cc(C(=O)Nc3cccnc3)c3ccccc3n2)c1
  A = i | B = -28% | C = 7% | D = 4% | E = 1.8 | F = 6.9% | G = -2% | H = 3% | I = -7%
NC(=O)CSc1nnc(NC(=O)c2ccc(Br)o2)s1
  A = / | B = 0% | C = 10% | D = -12% | E = 0.0 | F = 4.8% | G = -1% | H = -13% | I = 0%
CC(C)C(NC(=O)c1ccccc1)C(=O)N1CCCCCC1 (stereo not given)
  A = i | B = -1% | C = 1% | D = -38% | E = 1.0 | F = -0.1% | G = -2% | H = 7% | I = -3%
Cc1cccc(NC(=O)c2ccc3c(c2)OCCO3)c1
  A = i | B = -29% | C = -1% | D = ? | E = 0.7 | F = -2.0% | G = 1% | H = -7% | I = -14%
CCOC(=O)c1sc2nc(C)nc(Nc3ccc(OC)cc3)c2c1C
  A = i | B = -2% | C = 9% | D = ? | E = 3.3 | F = 11% | G = 2% | H = -9% | I = 0%
COc1cc(OC)cc(C2=Cc3ccccc3C(CC(=O)c3ccco3)N2c2ccc(-c3cnc(OC)nc3)cc2)c1 (stereo not given)
  A = i | B = / | C = / | D = / | E = -5.8 | F = 0.0% | G = / | H = 2% | I = /
O=C(O)c1cccc(-n2cc(-c3cccc(C(F)(F)F)c3)cn2)c1
  A = i | B = -18% | C = -17% | D = ? | E = -2.2 | F = 0.4% | G = 0% | H = -22% | I = -2%
Cc1cc(C(=O)COC(=O)c2ccc(O)cc2)c(C)n1-c1ccccc1F
  A = i | B = 8% | C = 2% | D = ? | E = 2.3 | F = 2.6% | G = 1% | H = 2% | I = 0%
Cc1ccc2sc(N(CCCN(C)C)C(=O)CCS(=O)(=O)c3ccccc3)nc2c1C
  A = i | B = 6.3µM* | C = 5.6µM* | D = -17% | E = -0.6 | F = -2.4% | G = -11% | H = -9% | I = -19%
CCCCn1c(=N)c(S(=O)(=O)c2ccc(Br)cc2)cc2c(=O)n3cccc(C)c3nc21
  A = i | B = 7% | C = 8% | D = -4% | E = -0.3 | F = -0.7% | G = -3% | H = 6% | I = -1%
CC(=O)c1ccc(NC(=O)C(C)n2nc(-c3ccccc3)ccc2=O)cc1 (stereo not given)
  A = / | B = -19% | C = -9% | D = 14% | E = / | F = 2.8% | G = / | H = 1% | I = 1%
Cc1cc(C)c(/C=C/c2onc(C)c2S(=O)(=O)N2CCC(C(=O)NCc3ccco3)CC2)c(C)c1
  A = / | B = -21% | C = 4% | D = / | E = / | F = 1.3% | G = / | H = 6% | I = -5%
COc1ccc(Cl)cc1C(=O)Nc1cc(=O)n(C)c(=O)n1C
  A = i | B = -1% | C = -6% | D = -7% | E = -2.9 | F = 2.0% | G = 0% | H = -19% | I = 1%
COc1ccc(N2CCN(C(=O)Cn3cnc4sc(C)c(S(=O)(=O)N5CCC(C)CC5)c4c3=O)CC2)cc1
  A = / | B = -17% | C = ? | D = 1%[9.27 µM] | E = / | F = -1.0% | G = / | H = -15% | I = -10%
CN(C(=O)Cc1csc(-c2ccccc2)n1)c1c(N)n(Cc2ccccc2)c(=O)[nH]c1=O
  A = i | B = -5% | C = -18% | D = 1% | E = -2.9 | F = 0.2% | G = 0% | H = -3% | I = -1%
O=C(Nc1cccc(Br)c1)c1ccc2snnc2c1
  A = i | B = -10% | C = -2% | D = -7% | E = 0.8 | F = 2.3% | G = 0% | H = -11% | I = -5%
Cc1c(C)c2c(OCC(=O)N3CCC(C(N)=O)CC3)cc3c(c2oc1=O)CCC(C)(C)O3
  A = i | B = -1% | C = 16% | D = ? | E = -0.3 | F = 0.4% | G = 4% | H = -26% | I = 3%
CCN1CCN(c2ccc(S(=O)(=O)N3CCCCC3)cc2NC(=O)COc2ccccc2)CC1
  A = i | B = 13% | C = -5% | D = 6% | E = -3.3 | F = 4.1% | G = 0% | H = 18% | I = -9%

Further entries:
Every second line gives: pAkt inh	HepG2 viability	TGFb SMAD3 inh	Nrf2 inh	CCT chaperon mod	Nrf2 ARE act	MmCpn inh	Abeta rescue	A549 tox
- C/C(=N\NC(=O)c1ccccc1O)c1cccs1
    i	-44%	?	?	0.3	-1.5%	3%	-6%	0%
- Cc1ccccc1OCC(=O)NCC(=O)OCc1ccc2ccccc2c1
    /	-12%	-2%	-2%	/	/	/	/	-2%
- CCOC(=O)c1c(C)[nH]c(C)c1C(=O)COC(=O)CNC(=O)C1CCCCC1
    i	3%	14%	-1%	1.6	-0.2%	2%	-15%	3%
- COC(=O)c1sc(-c2ccccc2)cc1NC(=O)Nc1ccccc1Cl
    /	-14%	?	-29%	/	-0.4%	/	-5%	17%
- CS(=O)(=O)c1cccc(C(=O)Nc2ccc(S(=O)(=O)N3CCCCC3)cc2)c1
    i	-16%	-8%	?	1.6	0.4%	1%	0%	-11%
- CC(C)(C)[C@H]1COC(=O)[C@H](NC(=O)OCC2c3ccccc3-c3ccccc32)C/C=C\C[C@@H](CC(=O)N[C@@H](CO)Cc2ccccc2)C(=O)N1
    i	-30%	?	?	0.0	0.2%	2%	-3%	-19%
- COc1ccccc1Nc1nccc(N(C)C)c1C#N
    i	1%	-2%	?	-1.1	0.7%	-5%	-2%	3%
- COc1ccc2c(c1)CCc1c(C(=O)Nc3cc(C)n(Cc4ccc(Cl)cc4)n3)noc1-2
    i	-18%	-7%	-6%	-0.7	-1.5%	0%	-11%	11%
- Cc1nc2scc(-c3ccc(C(C)C)cc3)c2c(=O)n1N
    i	-28%	-12%	-1%	-2.9	7.7%	-7%	-21%	4%
- COc1ccc(-c2nnn(CC(=O)N(CC(=O)NC3CCCC3)Cc3cccs3)n2)cc1OC
    /	-4%	10%	/	-2.9	0.5%	0%	-6%	-7%
- CCOC(=O)C1=CCN(S(=O)(=O)c2ccccc2)C1c1ccc(C)cc1 (stereo not given)
    i	-7%	-25%	/	-2.0	4.3%	/	10%	/
- CCCCNC(=O)C1CCN(C/C(C)=C/c2ccccc2)CC1
    i	-32%	1%	9%	-1.5	-0.9%	1%	17%	-4%

Retrieved one by one from the entries so far, four records:
Every second line gives: pAkt inh	HepG2 viability	TGFb SMAD3 inh	Nrf2 inh	CCT chaperon mod	Nrf2 ARE act	MmCpn inh	Abeta rescue	A549 tox
- COc1ccccc1Nc1nccc(N(C)C)c1C#N
    i	1%	-2%	?	-1.1	0.7%	-5%	-2%	3%
- CC(C)(C)[C@H]1COC(=O)[C@H](NC(=O)OCC2c3ccccc3-c3ccccc32)C/C=C\C[C@@H](CC(=O)N[C@@H](CO)Cc2ccccc2)C(=O)N1
    i	-30%	?	?	0.0	0.2%	2%	-3%	-19%
- COc1ccc(-c2nnn(CC(=O)N(CC(=O)NC3CCCC3)Cc3cccs3)n2)cc1OC
    /	-4%	10%	/	-2.9	0.5%	0%	-6%	-7%
- CCCCNC(=O)C1CCN(C/C(C)=C/c2ccccc2)CC1
    i	-32%	1%	9%	-1.5	-0.9%	1%	17%	-4%
